Bioassay records as filed in PubChem.
T cell HTS – modulators of CD8 T cell-vesicle binding, primary screen, mouse 2C CD8+ T cells, flow cytometry. 2C CD8+ T cell-vesicle binding; hits give low values. hit rate 0.068% among 330,000. calls only at 7 µM;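 active means response, share of CD8 T cells binding vesicles, and their 90th percentile fluorescence all below set limits, cut at about 80% in these data, passing the limit was not always enough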
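material = purified 2C TCR transgenic mouse naive CD8+ T cells | controls = Unloaded micro-vesicles (low), QL9 vesicles with 0.7% DMSO (high) | detection = cytometric PE anti-B7-1 and Alexa647 anti-CD8 signals after 1% paraformaldehyde fixation | incubation = binding step 1.5 h, 37 °C, antibody labelling 20 min, ice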
West Nile virus CPE – West Nile virus antiviral activity, cell-based, CPE readout (AID 1621). West Nile virus-infected cells, CPE inhibition; higher % means a stronger effect. CPE inhibition, % at 10 µM; hits with a dose series show IC50 in µM. hit rate 0.02% among 290,000; in the data active means a potency from the dose series; inconclusive means CPE inhibition mostly from about 3.7% at the one dose, without a potency; inactive means the rest, 99 in 100 with CPE inhibition below about 2.2%; further: strong numbers were not always called active
RSV CPE inhibition – RSV antiviral activity via CPE protection, HEp-2 cells, primary 10 µM value included (AID 2391); hit rate 0.13% among 310,000; CPE inhibition, % at 10 µM; hits with a dose series show IC50 in µM; HEp-2 cells, RSV-induced CPE inhibition; higher % means a stronger effect; in the data active means a potency from the dose series; inconclusive means CPE inhibition mostly from about 23% at the one dose, without a potency; inactive means the rest, 99 in 100 with CPE inhibition below about 21%; further: strong numbers were not always called active
NTR1 agonist – agonists of NTR1, primary screen, imaging, U2OS cells, beta-arrestin-GFP, high content (AID 493036); Neurotensin receptor type 1 (Homo sapiens), P30989; NTR1-U2OS beta-arrestin-GFP spot imaging, agonist mode; activation, % at 20 µM; hit rate 0.17% among 330,000;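 active means activation at or above 40% of the spot to cytoplasm intensity ratio, with at least 20 cells analyzed; inconclusive means wells under 20 cells, flagged as cytotoxic or low count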;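 further: 0% = DMSO without peptide and 100% = 100 nM NTR1 peptide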
Target sequence (P30989 whole entry, looked up): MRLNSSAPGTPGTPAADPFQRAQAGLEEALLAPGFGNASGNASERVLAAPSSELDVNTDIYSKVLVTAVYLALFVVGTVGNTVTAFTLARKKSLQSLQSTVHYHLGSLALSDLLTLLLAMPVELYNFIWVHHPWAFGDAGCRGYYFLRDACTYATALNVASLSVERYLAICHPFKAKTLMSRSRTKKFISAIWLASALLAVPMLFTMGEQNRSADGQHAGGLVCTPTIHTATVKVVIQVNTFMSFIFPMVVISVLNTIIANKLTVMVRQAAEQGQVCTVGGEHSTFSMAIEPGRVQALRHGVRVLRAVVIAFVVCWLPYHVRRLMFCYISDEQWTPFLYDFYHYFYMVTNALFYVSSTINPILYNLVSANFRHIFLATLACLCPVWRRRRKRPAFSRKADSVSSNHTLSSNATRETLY
K1F lysis inhibition – inhibition of K1F phage lysis, E. coli UTI89, bacterial capsule biogenesis inhibitors, alamar blue (AID 488966). E. coli UTI89 K1F phage lysis, alamar blue, 2 h; higher % means a stronger effect. hit rate 0.02% among 340,000. one-dose inhibition, % at 100 µM; IC50 in µM for titrated hits;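 active means phage lysis inhibition, versus mean bacterial control, above a set limit; inconclusive means no clear call, values can overlap the other calls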;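 further: capsule biogenesis inhibitors block K1F phage lysis so surviving cells raise fluorescence; higher fluorescence means more inhibition of phage lysis; actives were called in the ten point dose series up to 300 µM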
MgcRacGAP inhibition – MgcRacGAP GTPase-activating activity inhibitors, confirmation, biochemical, ADP Hunter fluorescence; Rac GTPase-activating protein 1 (Homo sapiens); MgcRacGAP-stimulated Rac1 GTP hydrolysis, ADP Hunter fluorescence; higher % means a stronger effect; GST-tagged Rac1 F28L mutant substrate; inhibition, % at 30 µM, or IC50 in µM where a hit was titrated; hit rate 0.6% among 340,000;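 active means first-screen hits whose inhibition reached a set limit at any dose in the follow-up dose series; inconclusive means inhibition above the set first-screen limit but never retested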;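 further: fluorescence reports GDP produced by GAP-driven GTP hydrolysis; strong numbers were not always called active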
SV40 large T antigen – SV40 large T antigen inhibitors, biochemical (AID 1903); SV40 large T antigen ATPase/helicase inhibition assay; higher % means a stronger effect; inhibition, % at 20 µM; hits with a dose series show IC50 in µM; hit rate 0.39% among 310,000; in the data active means a potency from the dose series; inconclusive means inhibition mostly from about 32% at the one dose, without a potency; inactive means the rest, 99 in 100 with inhibition below about 32%; further: strong numbers were not always called active
PhoP inhibition – inhibitors of PhoP regulon expression, primary screen, Salmonella Typhimurium, GFP reporter (AID 1863); S. Typhimurium PhoP-regulated promoter GFP reporter, 4 h; higher % means a stronger effect; inhibition, % at 50 µM, or IC50 in µM where a hit was titrated; hit rate 0.16% among 300,000;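 active means inhibition over 29.93%, a cutoff 3 SD above the screen mean, later confirmed by dose response; inconclusive means inhibition over 29.93% but no dose response follow-up; inactive means inhibition at most 29.93% or unconfirmed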;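 further: 0% = low Mg2+ inducing control and 100% = high Mg2+ repressing control; strong numbers were not always called active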
NS5 inhibitors – Dengue-2 NS5 methyltransferase inhibitors, primary screen, biochemical, confirmation dose response (AID 588689); inhibition, % at 25 µM; hits with a dose series show IC50 in µM; hit rate 0.3% among 340,000; Genome polyprotein (Dengue virus type 2 (strain 16681-PDK53)); Dengue-2 NS5 methyltransferase capping enzyme assay, biochemical; higher % means a stronger effect; in the data active means a potency from the dose series; inconclusive means inhibition above about 29% without an active follow-up result
T cell HTS vesicle-bound % – further read-out of T cell HTS, marked with its call; double positive events, %; measured here: CD8+ vesicle-bound cell fraction;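 binding gate set so that unloaded-vesicle control wells show 10% double positive cells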
NTR1 agonist cell count 20 µM – second read-out of NTR1 agonist, no call of its own (marks repeat the call); cell count; measured here: cell count, cytotoxicity flag
Active calls of the source: *; i = inactive; u = inconclusive; x = not tested or not shown; [ ] = remark or other dose.

SMILES	NS5 inhibitors	T cell HTS	K1F lysis inhibition	NTR1 agonist	SV40 large T antigen	PhoP inhibition	T cell HTS vesicle-bound %	MgcRacGAP inhibition	West Nile virus CPE	NTR1 agonist cell count 20 µM	RSV CPE inhibition
CCN(c1ccccc1)S(=O)(=O)c1cccc(C(=O)NCC(c2cccs2)N(C)C)c1 (stereo not given)	-2%	i	0.2%	-0.6	0%	4%	14	1%	-1.4%	50	-0.9%
CC(C(=O)N1CCN(C)CC1)N1C(=O)c2ccccc2C1=O (stereo not given)	2%	i	-2.5%	-0.3	1%	2%	5	4%	0.0%	52	0.3%
CC1=CC(c2ccccc2)n2nc(NS(=O)(=O)c3ccc(C)cc3)nc2N1 (stereo not given)	-1%	i	3.0%	2.1	8%	12%	19	1%	-0.1%	27	3.5%
CC(=O)Nc1ccccc1S(=O)(=O)CC1CC1(Cl)Cl (stereo not given)	-3%	i	0.1%	-1.2	10%	-5%	57	-2%	-0.4%	89	0.5%
COC(=O)c1cc(=O)nc2scc(C)n12	-2%	i	-1.8%	3.2	9%	5%	16	9%	0.5%	88	3.0%
C=CCN1C(=O)C(Cc2ccc(OC)cc2)SC1=Nc1ccc(C(=O)O)cc1 (stereo not given)	-1%	i	-0.2%	2.0	15%	-4%	19	6%	1.3%	35	2.5%
COc1ccc(OC)c(NC(=O)[C@@H]2CCCN2C(=O)c2cccs2)c1	4%	i	4.4%[50 µM]	0.6	6%	2%	7	5%	-0.1%	63	0.4%
Cc1ccc(S(=O)(=O)CCC(=O)Nc2sccc2C#N)cc1	-1%	i	0.2%[50 µM]	1.8	19%	8%	28	2%	x	71	0.6%
COc1ccccc1N(C)S(=O)(=O)c1ccc(C(=O)OC(C)C(=O)NCc2ccc3c(c2)OCO3)cc1 (stereo not given)	-4%	i	-0.3%	1.8	1%	-4%	30	4%	-1.3%	41	9.0%
CCOC(=O)Cn1c2c(c(=N)c3c1CCC3)CCCC2	-2%	i	0.0%	0.1	6%	10%	57	3%	-0.4%	85	0.1%
CN(CCc1ccccn1)Cc1ccc(Cl)cc1Cl	-6%	i	0.7%	3.1	2%	3%	5	19%	-0.9%	58	0.2%
CCC1CCCCN1C(=O)c1cc2c(=O)n3cccc(C)c3nc2s1 (stereo not given)	-11%	i	0.2%	4.0	5%	-1%	32	5%	0.5%	60	u
O=C(NCCN1C(=O)S/C(=C/c2cccnc2)C1=O)C1=NN(c2ccccc2)C(=O)CC1	-2%	i	-0.1%[50 µM]	3.3	x	x	25	8%	x	54	0.6%
Oc1ccc(/C=C/c2ccc3ccccc3n2)cc1	-9%	i	-1.2%	2.1	20%	7%	5	28µM*	-0.3%	60	43%
CCCCC(O)(C(NC=O)C(=O)OC)C(F)(F)F (stereo not given)	-3%	i	0.4%	-1.5	5%	2%	65	-10%	1.6%	15	-0.1%
Cc1ccc(CNC(=O)C2CCN(c3nn4c(=O)cc(C)nc4s3)CC2)cc1	5%	i	0.1%	0.0	3%	3%	30	6%	-0.6%	62	2.2%
COc1cccc(-c2csc(N3CCN(C(=S)Nc4ccc(Cl)cc4)CC3)n2)c1	-4%	i	0.4%	0.4	1%	6%	50	6%	1.0%	39	13%
COc1ccc(NC(=O)C2CCN(c3cc(C)nc(-c4ccccc4)n3)CC2)cc1	-2%	i	5.7%	1.7	10%	-6%	24	11%	-0.6%	41	u
CCc1nn(C(CC)C(=O)NCC(C)c2ccccc2)c(=O)c2cc3occc3n12 (stereo not given)	-7%	x	-0.1%	0.0	x	x	x	9%	0.9%	56	x
COc1cccc(CN(C)CC(=O)Nc2sc3c(c2C#N)CCC3)c1	-9%	i	0.5%	-0.7	7%	3%	48	-1%	-0.3%	49	1.0%
Cc1nc(N2CCN(c3ccccn3)CC2)c2c(C)c(C(=O)Nc3c(C)cc(Br)cc3C)sc2n1	-8%	i	-0.5%	-1.0	11%	8%	8	0%	0.6%	53	6.7%
CCCCC(CC)COP(=O)(OCC(CC)CCCC)OCC(CC)CCCC (stereo not given)	-11%	i	1.0%	1.4	x	x	29	3%	x	45	1.2%
Cc1nnc(C)c2c(C)n(-c3ccc(Cl)c(N)c3)c(C)c12	-8%	i	-0.1%	4.4	15%	5%	4	16%	-0.2%	105	8.8%
COc1ccc(NC(=O)c2c([N+](=O)[O-])c(C(C)(C)C)nn2C)cc1	-3%	i	0.8%	1.0	9%	-14%	30	4%	0.0%	37	5.2%
CC1CCN(S(=O)(=O)c2ccc3c(c2)N(CC(=O)NCCCOC(C)C)C(=O)CO3)CC1	-1%	i	4.2%	0.3	1%	-2%	24	5%	0.1%	48	2.1%
O=C(NNC(=O)c1sccc1-n1cccc1)Nc1ccccc1	-19%	i	0.5%	0.5	12%	3%	1	3%	-0.3%	42	1.3%
Cc1noc(C)c1CSc1cc(C)c2ccccc2n1	-2%	i	1.8%	0.8	7%	-11%	50	4%	0.3%	54	0.6%
CCOC(=O)C1=C(N)OC2=C(C(=O)CCC2)C1c1cccnc1 (stereo not given)	-1%	i	0.5%	-1.8	26%	5%	54	4%	1.6%	66	0.3%
CCNC(=O)/C(=C\c1ccccc1)NC(=O)/C=C/c1ccccc1	-1%	i	0.1%	1.8	35%	-2%	15	7%	0.0%	43	1.1%
COc1ccc(C2C(C(=O)c3ccco3)=C(O)C(=O)N2CC2CCCO2)cc1 (stereo not given)	2%	i	-0.1%	-0.8	9%	-4%	45	-1%	0.4%	74	-0.8%
Cc1[nH]c(=O)c(C#N)c(C)c1CCC(=O)Nc1cc(S(C)(=O)=O)ccc1Cl	33%	i	-0.6%	-3.3	3%	11%	20	-17%	0.6%	49	-0.1%
CCOC(=O)c1c(NC(=O)CSc2nncs2)sc(C)c1-c1ccccc1	-8%	i	5.2%	9.2	14%	13%	30	8%	-1.8%	66	19%
CC(=O)Nc1ccc(Oc2cc(C#N)c(C#N)cc2N2CCOCC2)cc1	3%	i	0.2%	-1.3	14%	0%	62	11%	0.5%	44	1.3%
CCN(CC)S(=O)(=O)c1cc(NC(=O)CSc2nnc(-c3cccs3)o2)ccc1C	-5%	i	3.2%	4.6	19%	5%	46	11%	-0.9%	45	2.5%
O=S(=O)(c1ccc(Cl)cc1)N1CCCC1c1nc(-c2ccc(Cl)cc2)no1 (stereo not given)	-4%	i	0.6%	0.7	-2%	-15%	37	-1%	-0.4%	75	6.4%
O=C(CCCc1nc(-c2ccccc2)no1)Nc1cccnc1	-7%	i	0.8%	1.5	-1%	-11%	9	6%	0.1%	64	5.6%
CCc1cc(=O)[nH]c(SCc2cccnc2)n1	-11%	i	-0.2%	0.9	5%	-9%	49	9%	0.6%	68	1.6%
CC(=O)Nc1ccc(NC(=O)c2c(-c3ccccc3)noc2C)cn1	-6%	i	0.3%	0.9	2%	-6%	35	4%	-0.1%	55	1.9%
COc1ccc(N2C(=O)CCC(C(=O)N3CCOCC3)C2c2ccc(F)cc2)cc1 (stereo not given)	0%	i	0.5%	0.0	5%	-15%	36	3%	-0.1%	78	1.6%
N#C/C(=C/c1cccs1)c1ccccn1	8%	i	-0.8%	-0.3	8%	0%	36	1%	0.0%	30	1.3%
O=C(Nc1ccc(C2SCCS2)cc1)c1ccccc1	x	i	x	-0.8	6%	-8%	35	x	-0.2%	52	x
Fc1ccc2nc3[nH]c4ccccc4c3nc2c1	3%	i	-0.1%	-2.9	0%	-6%	25	5%	1.6%	77	8.5%
CC(=O)Nc1ccc(S(=O)(=O)NCC2CCC(C(=O)NC3CCCCCC3)CC2)cc1 (stereo not given)	-3%	i	-1.3%	0.1	-3%	2%	49	6%	0.0%	52	1.9%
Cc1ccc(OCc2cc(C(=O)N3CCCC3)no2)cn1	-2%	i	0.5%	-0.4	2%	2%	47	5%	-0.3%	47	-0.9%
COc1ccc(NC(=O)C2CCCN(c3ncnc4onc(-c5ccc(F)cc5)c34)C2)cc1 (stereo not given)	-16%	i	2.0%	1.2	8%	-2%	36	10%	-0.2%	67	2.6%
[O-][n+]1onc2c1CCC(=N/O)/C2=N\Nc1ccccc1	x	i	x	0.6	21%	-10%	59	x	-0.3%	49	1.5%
COc1ccc(CCNC(=O)C2CCCN2C(=O)Nc2ccc(F)cc2)cc1OC (stereo not given)	-9%	i	0.0%	0.4	22%	5%	55	8%	-0.2%	61	0.1%
CC(C)C(=O)Nc1cccc(NC(=O)c2cccc(F)c2)c1	-2%	i	0.3%	0.6	22%	-5%	33	13%	-0.6%	102	1.9%
CCCN(C(=O)Cc1c(C(=O)O)n(C)c2ccccc12)c1cccc(C)c1	-1%	i	0.1%	-0.5	10%	-12%	20	7%	0.8%	56	0.8%
Cc1c(-c2ccccc2)nc2ccccc2c1C(=O)Oc1ccc([N+](=O)[O-])cc1	-9%	i	-0.3%	0.8	-2%	-1%	41	-8%	2.2%	50	2.1%
O=C(NC1CCN(Cc2ccccc2)CC1)c1cncc(Br)c1	-2%	i	0.0%	3.8	6%	5%	37	8%	-0.4%	55	-1.3%
COc1ccc(/C=C(/NC(=O)c2ccco2)C(=O)N2CCCCC2)cc1	4%	i	0.0%	0.7	9%	3%	58	-13%	-0.5%	67	0.4%
CN1CCN(S(=O)(=O)c2ccc(C(F)(F)F)cc2)C(c2ccccc2)C1 (stereo not given)	-7%	i	0.5%[50 µM]	-0.6	x	x	34	1%	x	66	1.5%

Reformatted with values under each structure: 2 of the compounds above
The line under a structure holds: NS5 inhibitors, T cell HTS, K1F lysis inhibition, NTR1 agonist, SV40 large T antigen, PhoP inhibition, T cell HTS vesicle-bound %, MgcRacGAP inhibition, West Nile virus CPE, NTR1 agonist cell count 20 µM, RSV CPE inhibition
- COc1ccc(/C=C(/NC(=O)c2ccco2)C(=O)N2CCCCC2)cc1
→ 4%, i, 0.0%, 0.7, 9%, 3%, 58, -13%, -0.5%, 67, 0.4%
- CN1CCN(S(=O)(=O)c2ccc(C(F)(F)F)cc2)C(c2ccccc2)C1 (stereo not given)
→ -7%, i, 0.5%[50 µM], -0.6, x, x, 34, 1%, x, 66, 1.5%
